# LAP4 TOR yeast: alters LAP4-GFP fluorescence in TOR pathway yeast screen. S. cerevisiae LAP4-GFP multiplex, flow cytometry GFP, 3 h; median GFP as percent of DMSO wells. GFP response vs DMSO, % at 10 µM. 0.34% of 320,000 active. AID 2023;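 active = GFP response vs DMSO above a set limit, about the screen mean plus 3 SD, cut at about 150% in these data; inconclusive = under 70 cell events counted for the yeast strain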
# VLA-4 inh: inhibition in a human VLA-4 binding assay; VLA-4 expressing cells, ligand binding flow cytometry; inhibition, % (about 7 µM as worked out from the volumes in the protocol); 0.2% of 330,000 active; AID 2557; in the data active = inhibition above about 50%
# JMJD2C inh: human JMJD2C demethylase inhibition; Q9H3R0; GST-JMJD2C(1-420) H3K9me3 demethylation, DELFIA europium; inhibition, % at 2.35 µM; 0.069% of 330,000 active; AID 2099;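 active = more than half of a compound's replicate wells show inhibition beyond 50%, single wells judged on their own value; inconclusive = some, but no more than half, of replicates pass 50% inhibition; inactive = no replicate passes 50% inhibition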;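 also: signal counts dimethyl H3K9 product captured on neutravidin plate; 0% = median of DMSO wells and 100% = 0.3 times that DMSO median; strong numbers were not always called active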
# Target sequence (Q9H3R0 1-420 limits assumed): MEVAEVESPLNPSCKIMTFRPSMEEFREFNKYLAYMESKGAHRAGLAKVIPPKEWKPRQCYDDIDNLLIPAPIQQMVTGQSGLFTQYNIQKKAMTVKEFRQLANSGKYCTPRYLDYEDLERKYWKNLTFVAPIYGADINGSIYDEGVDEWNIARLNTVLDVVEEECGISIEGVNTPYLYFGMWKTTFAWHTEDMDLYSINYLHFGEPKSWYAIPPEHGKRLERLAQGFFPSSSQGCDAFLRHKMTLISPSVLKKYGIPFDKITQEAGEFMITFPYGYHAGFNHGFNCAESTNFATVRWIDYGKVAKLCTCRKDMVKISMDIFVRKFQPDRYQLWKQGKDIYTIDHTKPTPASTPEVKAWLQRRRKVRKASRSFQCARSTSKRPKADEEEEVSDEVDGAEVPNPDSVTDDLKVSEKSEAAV
# MEP2 TOR yeast: yeast TOR pathway MEP2-GFP modulation | S. cerevisiae MEP2-GFP strain, flow cytometry GFP, 3 h; 100% = DMSO control level | GFP response vs DMSO, % at 10 µM | 0.51% of 330,000 active;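 active = GFP response versus DMSO above a set limit, roughly screen mean plus 3 SD, cut at about 180% in these data; inconclusive = fewer than 70 cells counted for a yeast strain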;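 also: median GFP fluorescence of the barcode-gated MEP2-GFP cells per well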
# CIT2 TOR yeast: modulators of TOR pathway CIT2-GFP in S. cerevisiae; S. cerevisiae CIT2-GFP strain, flow cytometry, 3 h; 100 means same as DMSO wells; GFP response vs DMSO, % at 10 µM; 0.065% of 320,000 active;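 active = GFP response relative to DMSO above a set limit, near the screen mean plus 3 SD, cut at about 150% in these data; inconclusive = Fewer than 70 cells measured for a yeast strain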;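 also: ratio of well median GFP fluorescence to mean of DMSO wells on the plate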
# GRK2 inh: human GRK2 inhibition via aptamer displacement; P25098; bead flow cytometry, FAM-aptamer displacement from GRK2; inhibition of aptamer binding, % at 10 µM; 0.59% of 330,000 active; AID 488847;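 active = inhibition of aptamer binding above 40%, roughly 3 SD of noise, on plates passing a quality check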;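 also: median bead fluorescence of bound FAM aptamer so fluorescent compounds give negative values; no value below 0 was filed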
# Target sequence (P25098 whole entry, looked up): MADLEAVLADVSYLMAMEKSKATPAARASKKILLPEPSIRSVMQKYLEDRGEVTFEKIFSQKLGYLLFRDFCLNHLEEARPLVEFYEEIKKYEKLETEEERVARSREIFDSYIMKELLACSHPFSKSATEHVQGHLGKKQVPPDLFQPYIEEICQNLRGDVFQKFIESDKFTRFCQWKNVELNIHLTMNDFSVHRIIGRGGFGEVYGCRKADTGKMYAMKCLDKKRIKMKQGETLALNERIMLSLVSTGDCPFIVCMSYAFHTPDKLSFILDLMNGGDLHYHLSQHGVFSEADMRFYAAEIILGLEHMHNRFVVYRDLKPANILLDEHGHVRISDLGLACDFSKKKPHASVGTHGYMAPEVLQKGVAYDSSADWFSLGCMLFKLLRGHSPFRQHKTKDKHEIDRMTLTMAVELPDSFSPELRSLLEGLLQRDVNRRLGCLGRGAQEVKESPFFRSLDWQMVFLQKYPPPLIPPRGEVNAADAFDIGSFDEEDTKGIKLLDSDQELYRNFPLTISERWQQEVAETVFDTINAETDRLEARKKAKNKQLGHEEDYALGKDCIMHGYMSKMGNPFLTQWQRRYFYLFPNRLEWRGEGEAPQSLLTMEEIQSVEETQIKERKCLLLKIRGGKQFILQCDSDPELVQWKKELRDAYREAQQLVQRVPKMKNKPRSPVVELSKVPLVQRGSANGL
# RPL19A-GFP yeast: modulators of TOR pathway RPL19A-GFP in S. cerevisiae; S. cerevisiae RPL19A-GFP strain, flow cytometry, 3 h; hits give low values; percent response vs DMSO, % at 10 µM; 0.3% of 330,000 active;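 active = percent response vs DMSO below 50%; inconclusive = fewer than 70 events counted for the yeast strain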;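 also: median channel GFP fluorescence of the barcoded RPL19A-GFP strain; ratio of sample median GFP to plate DMSO average so 100% = DMSO; lower means less RPL19A-GFP as with rapamycin TOR inhibition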
# AGP1-GFP MLPCN: modulators of TOR pathway AGP1-GFP in S. cerevisiae | 0.02% of 320,000 active | GFP response vs DMSO, % at 10 µM | S. cerevisiae AGP1-GFP multiplex flow cytometry, 3 h; GFP as percent of DMSO wells;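 active = GFP response relative to DMSO above a set limit, near screen average plus 3 SD, cut at about 150% in these data; inconclusive = fewer than 70 cells counted for the yeast strain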;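 also: median GFP channel fluorescence of the gated AGP1 strain per well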
# * = called active by the depositor; ? = inconclusive; nt = no result given; [ ] = another dose, or the depositor's remark.
# Start of the listing, in advance, 2 compounds:
SMILES,LAP4 TOR yeast,VLA-4 inh,JMJD2C inh,MEP2 TOR yeast,CIT2 TOR yeast,GRK2 inh,RPL19A-GFP yeast,AGP1-GFP MLPCN
COc1ccc(N2CCN(C(CNC(=O)C(=O)NCC(OC)OC)c3ccco3)CC2)cc1 (centres undefined),119.2,11.7,-3.3,102.7,108.0,0.0,110.0,122.7
COCCOc1cc(Nc2nnc(C(F)(F)F)s2)c(Cl)cc1Cl,94.6,9.6,-7.6,97.5,100.9,1.0,98.6,96.6

# The list itself (from the top)
SMILES,LAP4 TOR yeast,VLA-4 inh,JMJD2C inh,MEP2 TOR yeast,CIT2 TOR yeast,GRK2 inh,RPL19A-GFP yeast,AGP1-GFP MLPCN
COc1ccc(N2CCN(C(CNC(=O)C(=O)NCC(OC)OC)c3ccco3)CC2)cc1 (centres undefined),119.2,11.7,-3.3,102.7,108.0,0.0,110.0,122.7
COCCOc1cc(Nc2nnc(C(F)(F)F)s2)c(Cl)cc1Cl,94.6,9.6,-7.6,97.5,100.9,1.0,98.6,96.6
O=C(CN1CCOc2ccccc21)N1CCN(c2cccc(Cl)c2)CC1,104.7,-27.4,2.3,86.6,83.5,0.0,90.2,94.2
O=C(Nc1ccc(S(=O)(=O)N2CCC(C(=O)NC3CCCCC3)CC2)cc1)c1ccco1,102.3,5.4,4.4,98.9,99.7,0.0,98.9,107.4
O=C(O)CSc1nc(-c2ccccc2)nc2c1oc1ccccc12,nt,-1.7,6.1,85.6,98.7,0.0,89.5,77.3
CCOC(=O)C1CCN(Cc2nc3ccccc3c(=O)n2-c2ccc(F)cc2)CC1,95.3,-8.0,-6.3,94.4,nt,0.0,102.4,94.4
COC(=O)C1=C(C)NC(=S)NC1c1ccc(OC(=O)c2ccco2)cc1 (centres undefined),96.5,-8.1,52.9,88.1,95.6,0.0,89.7,91.7
CCN(CC)c1ccc(NC(=O)c2cnc3ccccn3c2=O)c(C)c1,103.6,-3.1,-5.8,102.2,111.5,3.0,100.3,105.7
S=C(NCC1CCCO1)NC12CC3CC(CC(C3)C1)C2 (centres undefined),97.5,44.9,-19.4,101.5,97.9,1.0,100.3,100.2
S=C(NCc1ccco1)N1CCN(c2cccc(Cl)c2)CC1,123.1,17.1,0.9,103.8,92.7,0.0,101.3,96.3
Clc1cccc(OCc2nnc(-c3ccccc3Br)o2)c1,104.2,8.9,-8.6,105.8,96.4,1.0,97.5,93.5
COc1ccc(NC(=S)N2CCC(NC(=O)c3ccc(F)cc3)CC2)cc1,97.6,13.2,3.6,103.6,101.9,9.0,101.0,107.0
CC(Sc1cccc[n+]1[O-])C(=O)Nc1cc(Cl)c(Cl)cc1Cl (centres undefined),86.8,-13.8,11.2,100.7,112.1,0.0,102.8,95.5
CC1(C)CC(=O)N(CC(=O)NCc2ccc(F)cc2)c2ccccc2S1(=O)=O,102.1,1.3,2.8,98.2,101.4,6.0,99.7,104.0
CNc1ccc(Cl)cc1C(N)=O,102.0,11.1,-14.8,96.7,95.1,1.0,98.5,102.5
Cc1cccc(NS(=O)(=O)c2ccc3c(c2)OCCO3)c1,97.2,19.1,-0.7,100.0,94.8,3.0,95.8,102.4
C(=N\N1CCN(Cc2ccccc2)CC1)/c1cccs1,89.6,3.4,-1.4,107.1,104.8,0.0,99.1,99.8
CS(=O)(=O)N(CC(=O)N1CCc2ccccc2C1)c1ccc(Br)cc1,127.1,9.8,4.5,93.7,101.4,2.0,95.5,104.1
O=C(O)CCC(=O)Nc1cccc(C(=O)c2ccccc2)c1,110.8,-2.0,0.0,95.2,102.9,0.0,99.7,102.0
COc1ccc(CN(C)C(C)C(=O)Nc2ccc([N+](=O)[O-])cc2Cl)cc1OC (centres undefined),87.6,9.0,9.3,99.7,98.2,4.0,100.3,96.4
Nc1cccc2c1C(=O)N(C(=O)c1ccc(S(=O)(=O)N3CCCCCC3)cc1)C2=O,106.3,7.5,11.1,90.0,82.5,1.0,92.2,93.4
COCCCNC(=O)c1cc(Sc2ccc(F)cc2)nc2ccccc12,95.8,5.2,3.2,94.7,91.7,3.0,98.8,96.9
COc1cccc(NS(=O)(=O)c2cc3c(cc2C)N(C(C)=O)CCO3)c1,107.7,5.2,-12.0,99.5,93.5,0.0,93.9,103.1
CN(C)CCCN(C(=O)c1ccc(S(=O)(=O)N(C)C)cc1)c1nc2ccc(F)cc2s1,99.7,7.1,4.3,104.0,100.2,0.0,104.1,107.9
Cc1cc(C(=O)COc2cc(F)ccc2[N+](=O)[O-])c(C)n1CC1CCCO1 (centres undefined),108.8,10.3,6.7,101.1,104.9,0.0,98.3,103.6
OC(COCc1cccs1)CN1CCN(c2ccccn2)CC1 (centres undefined),96.9,-6.5,-0.5,102.8,106.7,1.0,101.0,107.8
COc1ccc(NC(=O)n2ncc3c(C)cccc32)cc1OC,98.4,-8.6,-13.2,106.5,99.3,0.0,96.6,87.5
O=C(CSc1nnc(NC(=O)c2ccccc2)s1)NC1CCCC1,92.3,12.3,7.7,93.9,105.8,0.0,97.6,102.4
O=C1CC(C(=O)Nc2ccc(F)c(Cl)c2)N=C(N2CCCCC2)N1 (centres undefined),101.9,-57.9,-3.1,98.0,104.1,4.0,99.1,106.9
COc1cccc(CNC(=O)COC(=O)c2cc([N+](=O)[O-])ccc2N2CCCC2)c1,106.7,0.0,2.0,110.1,104.8,1.0,95.4,106.5
Cc1ccc(NC(=O)CSc2nc(N)c3cc4c(nc3n2)CCCC4)cc1,111.9,11.0,3.4,97.6,94.8,0.0,107.8,98.8
Cc1ccc(/C=C2\SC(=S)N(CCC(=O)NNS(=O)(=O)c3ccc(C)cc3)C2=O)cc1,102.1,-66.0,12.8,99.2,99.1,0.0,103.6,104.1
Cc1ccccc1C1CCCN(C(=O)c2cc(COc3c(F)cccc3F)on2)C1 (centres undefined),105.5,-2.5,1.9,108.4,97.0,1.0,96.6,105.0
O=C(NC1CC1)C1=C[C@H](c2ccc(Br)cc2)C[C@H](OCc2ccc(CO)cc2)O1,108.3,-3.4,6.9,97.3,87.8,0.0,107.5,93.5
O=S(=O)(Cc1c(F)cccc1Cl)c1ncn[nH]1,77.5,3.0,4.7,84.7,84.0,2.0,83.2,84.9
CC(=O)c1cccc(NC(=O)CSC(=O)c2ccccc2)c1,98.2,18.6,0.3,107.6,99.4,1.0,101.7,97.9
Cc1cccc(NC(=O)c2ccc(-c3ccccc3[N+](=O)[O-])o2)c1,114.9,-2.5,-14.8,99.6,93.5,6.0,100.7,98.7
COC(=O)Cc1cc(=O)n2c(nc3ccccc32)[nH]1,88.7,4.0,-0.1,103.2,97.8,2.0,99.7,91.5
CCCCN(C)CC(O)Cn1cc(/C=C/C(=O)c2ccc(C)cc2)c2ccccc21 (centres undefined),85.5[may fluoresce violet],31.3,14.3,101.3[may fluoresce violet],?,0.0,86.9[may fluoresce violet],64.8[may fluoresce violet]
COC(=O)c1ccccc1NC(=O)C1CCCO1 (centres undefined),86.0,-5.7,-12.4,89.9,92.8,0.0,98.2,93.9
O=C(COC(=O)[C@@H]1CCCN1C(=O)c1cccs1)Nc1cccc([N+](=O)[O-])c1,100.2,1.1,-3.3,99.4,103.6,2.0,96.8,96.5
O=C(NCCc1ccc(Cl)cc1)C1=CC=CN2CCS(=O)(=O)N=C12,99.5,-24.8,-0.5,99.5,95.5,0.0,103.3,104.1
CC(=O)Nc1ccc(Nc2cc(-c3ccccc3)nc3ncnn23)cc1,100.0,1.2,-2.6,96.7,97.8,0.0,101.5,105.8
Cc1nc(Nc2ccc(Cl)c(Cl)c2)sc1C(=O)Nc1ccccc1,107.8,-3.1,-13.8,92.9,94.1,1.0,95.0,95.9
CCc1cccc(C)c1NC(=O)CNCc1ccccc1,93.5,5.8,-1.2,101.5,97.9,1.0,98.5,96.7
COc1ccc(OC)c(NC(=O)CN2CCN(C(=O)c3ccco3)CC2)c1,100.6,-2.3,-2.8,106.0,100.3,2.0,101.3,104.0
COc1cc(/C=C/C(=O)O)cc(S(=O)(=O)N(CC(C)C)CC(C)C)c1OC,105.7,2.0,-13.2,103.2,100.7,0.0,103.9,100.2
Cc1cc(NC(=O)C2CCCC2)nc2c1c(=O)oc1ccccc12,111.8[may fluoresce violet],19.5,-10.8,93.6[may fluoresce violet],?,3.0,92.6[may fluoresce violet],46.1[may fluoresce violet]
Cc1ccc(C(=O)NCC(=O)N(C)CC(=O)Nc2ccccc2Br)s1,98.5,-2.8,-4.1,99.5,95.5,0.0,104.4,103.5
CCN1CCN(C(=O)c2cc3cc(F)ccc3[nH]2)CC1,98.5,6.9,2.2,106.3,68.7,1.0,100.8,69.7
O=C1CCc2cc(S(=O)(=O)NCCC(=O)NC3CCN(Cc4ccccc4)CC3)ccc2N1,99.6,0.3,-0.2,105.1,112.8,0.0,100.7,93.1
CCC(C)Sc1nnc(CSc2nc(C)cc(C)n2)n1C (centres undefined),90.4,2.4,20.4,95.8,89.9,3.0,100.9,101.7
CNC(=O)CSc1nc2nn(-c3ccccc3)c(=O)c-2c2n1CCCCC2,101.6,-1.6,13.8,109.9,118.2,4.0,nt,106.3
COc1cc(NC(=O)c2cccs2)c(C(=O)OCC(=O)NC(C)c2ccccc2)cc1OC (centres undefined),105.9,20.6,48.2,105.2,99.4,3.0,106.0,99.9
COC(=O)C1CCN(C(=O)/C=C/c2ccccc2)CC1,88.6,2.5,1.0,105.6,99.1,2.0,99.2,92.0
COc1ccc(OC)c(-c2csc(CCn3nc(C)cc3C)n2)c1,95.6,15.3,0.8,104.5,89.4,0.0,92.0,88.3
O=C(NC(Cc1ccccc1)C(=O)N1CCN(c2ccccn2)CC1)c1ccco1 (centres undefined),95.0,18.4,-0.1,103.4,102.9,0.0,104.2,106.4
CC(C)C(NC(=O)c1ccccc1Br)c1ccccc1 (centres undefined),98.2,1.9,1.7,100.0,97.0,1.0,97.2,98.9
COc1cccc(NC(=O)CSc2nc3c(sc4ccccc43)c(=O)n2CCCN2CCCC2)c1,94.0,25.2,-18.1,91.5,103.2,0.0,98.5,99.5
Cc1ccc(-n2c(=S)[nH]c3nc4c(cc3c2=O)COC(C)(C)C4)cc1,97.3,-28.0,-5.6,103.8,101.2,0.0,108.2,102.8
# Later entries:
SMILES,LAP4 TOR yeast,VLA-4 inh,JMJD2C inh,MEP2 TOR yeast,CIT2 TOR yeast,GRK2 inh,RPL19A-GFP yeast,AGP1-GFP MLPCN
Cc1csc(SCC(=O)Nc2ccc(S(=O)(=O)N3CCCC3)cc2)n1,99.5,1.0,4.4,103.1,97.5,0.0,100.0,105.7
CC(=O)Nc1ccc(S(=O)(=O)NC2=NCN(c3ccc([N+](=O)[O-])cc3)CN2)cc1,91.1,13.7,-4.6,96.2,91.3,0.0,97.8,95.1
C/C(=N\NC(=O)c1ccc([N+](=O)[O-])cc1Cl)c1ccccc1,99.5,2.1,-2.4,100.9,102.8,0.0,101.9,102.3
O=C(OCC1CC(c2ccccc2Cl)=NO1)c1ccc(Br)cc1 (centres undefined),87.5,-23.5,11.1,81.8,80.9,1.0,88.0,92.5
COc1ccc(C(=O)C2CCN(C(=O)Nc3ccccc3C)CC2)cc1,105.2,6.1,-5.3,103.3,102.1,3.0,103.7,104.6
Cc1cccc(CC2CC(=O)N(c3ncccn3)C2=O)c1 (centres undefined),86.9,1.7,-14.0,94.3,97.6,2.0,93.2,89.9
CC(C)Oc1ccc(/C=C(\C#N)C(=O)NC2CC2)cc1,110.4,-2.6,14.2,97.2,84.1,nt,93.4,97.5
Cc1ccc2c(c1)cc(C(=O)N[C@@H](Cc1ccccc1)C(=O)O)n2C,103.4,18.3,-2.2,104.1,93.2,5.0,100.4,96.8
